RAD54 branch: inhibitors of human RAD54 branch migration; RAD54 Holliday junction branch migration, FAM/BHQ fluorescence; 360,000 compounds, 0.14% hits; inhibition, % at 10.4 µM; Q92698;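 active = mean normalized replicate activity at least 40 and at least half of replicates scoring 40 or more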;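 note: 0% = median of neutral control wells and 100% = median of positive control wells; inhibitors cause a drop in the FAM fluorescence signal; in these data hits start at about 50%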
Target sequence (Q92698 whole entry, looked up): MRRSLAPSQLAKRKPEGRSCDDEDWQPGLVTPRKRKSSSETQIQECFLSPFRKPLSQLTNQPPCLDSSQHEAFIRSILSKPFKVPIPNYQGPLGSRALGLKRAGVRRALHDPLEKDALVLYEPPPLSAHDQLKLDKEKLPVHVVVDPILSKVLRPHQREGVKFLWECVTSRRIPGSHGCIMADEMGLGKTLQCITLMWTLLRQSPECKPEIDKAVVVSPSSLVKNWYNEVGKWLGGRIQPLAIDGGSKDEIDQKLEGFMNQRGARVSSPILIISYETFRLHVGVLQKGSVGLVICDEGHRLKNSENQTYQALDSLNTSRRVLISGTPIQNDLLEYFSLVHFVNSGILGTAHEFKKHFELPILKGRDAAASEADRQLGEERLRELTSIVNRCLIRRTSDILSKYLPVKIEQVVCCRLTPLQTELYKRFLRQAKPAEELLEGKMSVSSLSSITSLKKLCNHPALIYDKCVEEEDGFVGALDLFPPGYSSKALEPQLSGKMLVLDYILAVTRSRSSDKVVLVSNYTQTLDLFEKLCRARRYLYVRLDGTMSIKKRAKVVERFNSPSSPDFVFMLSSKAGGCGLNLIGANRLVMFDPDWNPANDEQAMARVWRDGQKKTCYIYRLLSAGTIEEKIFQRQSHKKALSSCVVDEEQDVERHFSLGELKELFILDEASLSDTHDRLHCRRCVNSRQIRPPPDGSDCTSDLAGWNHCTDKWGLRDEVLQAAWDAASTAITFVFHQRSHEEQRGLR
EWS-Fli inh: EWS/Fli transcriptional activity inhibition; A673 NR0B1-luciferase reporter, viability-normalised; inhibition, % at 12.6 µM; 350,000 compounds, 0.67% hits;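 active = mean inhibition of at least 50% after viability correction, with every replicate also passing that limit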;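 note: firefly luciferase signal divided by Alamar Blue viability fluorescence both relative to DMSO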
FN deposit inh: fibronectin deposition inhibition. AID 743247. AH1F fibroblasts, Alexa488-fibronectin deposition fluorescence, overnight. inhibition, % at 12.6 µM. 350,000 compounds, 0.086% hits;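 active = mean inhibition across replicates of 30% or more, regardless of how many single replicates reach that level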;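 note: positive control wells lacked labelled fibronectin entirely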
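Assay system: AH1F fibroblasts assembling fluorescent fibronectin matrix; Amount: 10000 AH1F cells per well; Buffer or medium: DMEM, 2% serum; Probe or stimulus: Alexa488-fibronectin, 24 nM final in well; Doses: single compound dose, delivered by pin transfer; Incubation: 1 h adhesion, overnight exposure; Measured by: fluorescence 485/525 nm; Read-out: fibronectin deposition inhibition.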
S100A4 inh HTS: S100A4-myosin IIA interaction inhibition; S100A4/TAMRA-MyoIIA peptide fluorescence polarization; 360,000 compounds, 0.14% hits; inhibition, % at 10.7 µM;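 active = mean inhibition of at least 70% across replicates, with every replicate also reaching that level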
Target sequence (P26447 whole entry, looked up): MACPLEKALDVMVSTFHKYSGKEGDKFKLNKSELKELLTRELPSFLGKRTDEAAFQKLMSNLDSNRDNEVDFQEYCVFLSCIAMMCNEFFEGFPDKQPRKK
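Material: S100A4 monomer (human). Medium: Calcium-containing HEPES buffer, pH 7.2. Probe or stimulus: labelled myosin peptide probe, 5 nM. Compound dosing: one concentration per compound. Timing: polarization read 5 min after assay mix addition, stable 5–60 min. Benchmarks: DMSO as neutral control, TFP as positive control.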
RAD52 inh: inhibitors of human RAD52 DNA annealing; P43351; recombinant RAD52 DNA annealing, FRET fluorescence; inhibition, % at 18.7 µM; 360,000 compounds, 0.46% hits; AID 651710;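 active = every replicate showing at least 50% inhibition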
Xi reactivation: activators of X-chromosome reactivation in mouse fibroblasts. AID 743238. XiGFP mouse fibroblasts, % GFP-positive cells imaging, 3 d; cells co-treated with 5-aza-dC sensitizer; scaled so ellipticine positive control = 100%. 360,000 compounds, 0.055% hits. activation, % at 7.58 µM;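 active = mean normalized replicate activation at least 10% and every replicate at or above 10%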;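 note: 0% = median of on-plate neutral control wells and 100% = ellipticine 6 µM median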
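Assay system: SV40-immortalized XiGFP fibroblast cells, line 68-5-11; buffer or medium: DMEM plus 5-aza-dC sensitizer; compound: one concentration, pinned; timing: compounds 3 days, fix/stain 15 min at room temperature; benchmarks: positive control ellipticine, 6 µM final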
esBAF inh: blocks esBAF chromatin remodeling in mouse ES cells | Bmi1-luciferase knock-in reporter, 24 h; 100% = twice the neutral-well signal | reporter increase, % at 12.5 µM | 350,000 compounds, 2% hits | AID 602393; in the data active = activation above about 40%;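 note: 0% = median of the plate's neutral control wells and 100% = double that signal; a rise in the Bmi1 reporter signal indicates esBAF inhibition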
E-selectin induc: induces E-selectin expression in human endothelial cells. activation, % at 7.58 µM. HUVEC E-selectin immunofluorescence imaging; normalized: neutral wells 0, TNF-alpha wells 100. P16581. 260,000 compounds, 0.37% hits. AID 686992;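 active = mean E-selectin-positive cell signal at least 10% of the positive control, reached in at least 60% of replicates, without over 20% cell loss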;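 note: in these data hits start at about 27%; measured in HUVEC primary endothelial cells; signal is the percent of cells scored E-selectin positive by PE staining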
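Assay system: HUVEC, human umbilical vein endothelial cells / Amount: 3,000 HUVEC/well / Controls: TNF-alpha positive control, DMSO neutral control / Compound dosing: single concentration / Medium: EGM-2 over gelatin coat / Evaluation: percent E-selectin-positive cells / Signal: immunofluorescence imaging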
Numbers without * were called inactive; . = no result given; & = joins results of further samples. Not a hit list. Share with any hit: about 3%.

SMILES | RAD54 branch | EWS-Fli inh | FN deposit inh | S100A4 inh HTS | RAD52 inh | Xi reactivation | esBAF inh | E-selectin induc
COc1ccc(NC(=O)Nc2ccc3c(c2)C(=O)N([C@H](C)CO)C[C@H](C)[C@@H](CN(C)CC2CC2)OCCCC[C@@H](C)O3)cc1 | 6 | . | 3 | 10 | 26 | 0.1 | -4 | 0.0
CC(=O)N(Cc1ccccc1)c1c(N)nc(N)[nH]c1=O | -2 | 2 | 6 | 3 | -7 | -0.1 | -1 | 2.0
COc1ccc(-c2c(C#Cc3ccsc3)c3cc(-c4ccc(CN5CCOCC5)cc4)ccc3n2C)cc1 | -5 | 12 | -3 | 3 | -8 | -0.1 | -10 | 0.3
C[C@@H]1CN([C@@H](C)CO)C(=O)Cc2cc(NS(=O)(=O)c3ccccc3)ccc2O[C@H]1CN(C)C(=O)Nc1ccc(F)cc1 | -5 | -11 | -6 | -13 | 21 | 0.1 | -3 | -0.1
COc1cc(NC(=O)c2ccccc2)c(OC)cc1NC(=O)CN1C(=O)NC2(CCCCC2)C1=O | 6 | 7 | 3 | -17 | -2 | 0.6 | 5 | 0.8
O=C(C1CCC1)N1CC[C@H]2[C@H](CO)Nc3ccc(-c4cccc(F)c4)cc3[C@H]21 | 2 | 1 | -5 | . | . | 0.2 | 0 | 0.2
C[C@@H]1CN([C@@H](C)CO)C(=O)c2cc(NC(=O)Cc3ccccc3)ccc2O[C@@H](C)CCCCO[C@H]1CN(C)C(=O)Nc1cccc2ccccc12 | 0 | -5 | . | 10 | -6 | -0.2 | 2 | 0.0
Cn1c(=O)oc2cc(S(=O)(=O)NCc3ccc(F)cc3)ccc21 | -1 | . | -3 | -10 | -9 | 0.1 | . | 0.5
CC(=O)c1cccc(N(C(=O)CNC(=O)c2cccs2)C(C(=O)NCC2CCCO2)c2ccccc2)c1 (stereo not given) | 6 | 4 | -5 | -4 | -17 | 0.1 | -6 | -0.1
CC(C)[C@H](NC(=O)C1CCN(S(=O)(=O)c2ccccc2)CC1)C(=O)NCc1ccccn1 | -3 | -4 | 5 | 0 | -2 | 0.1 | 4 | .
COC(=O)c1c(C(=O)OC)c(-c2ccc(Cl)cc2)n2c1CS(=O)(=O)C2 | -1 | 3 | . | -3 | -5 | 0.0 | . | .
CCc1nc2ccc(C(=O)NCCOc3ccc(OC)cc3)cn2c1N(CCN(C)C)CC1CC1 | 11 | 5 | -2 | -17 | 1 | 0.2 | 1 | -0.1
O=C(Cc1ccncc1)NCC[C@@H]1CC[C@H](NC(=O)C2CCC2)[C@@H](CO)O1 | 1 | 4 | . | 12 | -25 | -0.4 | 4 | -0.4
COCC(=O)Nc1ccc2c(c1)C(=O)N(C)C[C@H](OC)[C@@H](C)CN(CC1CCCCC1)[C@@H](C)CO2 | 6 | 7 | -12 | -2 | 12 | 0.0 | 1 | -0.7
O=C(O)C1=C[C@H](c2ccc3c(c2)Cc2ccccc2-3)C[C@H](OCCCCO)O1 | 10 | -26 | . | -15 | -20 | . | . | .

Random excerpt: 7 entries already listed, in no set order.
SMILES | RAD54 branch | EWS-Fli inh | FN deposit inh | S100A4 inh HTS | RAD52 inh | Xi reactivation | esBAF inh | E-selectin induc
COc1ccc(NC(=O)Nc2ccc3c(c2)C(=O)N([C@H](C)CO)C[C@H](C)[C@@H](CN(C)CC2CC2)OCCCC[C@@H](C)O3)cc1 | 6 | . | 3 | 10 | 26 | 0.1 | -4 | 0.0
COC(=O)c1c(C(=O)OC)c(-c2ccc(Cl)cc2)n2c1CS(=O)(=O)C2 | -1 | 3 | . | -3 | -5 | 0.0 | . | .
COc1ccc(-c2c(C#Cc3ccsc3)c3cc(-c4ccc(CN5CCOCC5)cc4)ccc3n2C)cc1 | -5 | 12 | -3 | 3 | -8 | -0.1 | -10 | 0.3
O=C(Cc1ccncc1)NCC[C@@H]1CC[C@H](NC(=O)C2CCC2)[C@@H](CO)O1 | 1 | 4 | . | 12 | -25 | -0.4 | 4 | -0.4
C[C@@H]1CN([C@@H](C)CO)C(=O)c2cc(NC(=O)Cc3ccccc3)ccc2O[C@@H](C)CCCCO[C@H]1CN(C)C(=O)Nc1cccc2ccccc12 | 0 | -5 | . | 10 | -6 | -0.2 | 2 | 0.0
COc1cc(NC(=O)c2ccccc2)c(OC)cc1NC(=O)CN1C(=O)NC2(CCCCC2)C1=O | 6 | 7 | 3 | -17 | -2 | 0.6 | 5 | 0.8
CCc1nc2ccc(C(=O)NCCOc3ccc(OC)cc3)cn2c1N(CCN(C)C)CC1CC1 | 11 | 5 | -2 | -17 | 1 | 0.2 | 1 | -0.1

(listing goes on)
SMILES | RAD54 branch | EWS-Fli inh | FN deposit inh | S100A4 inh HTS | RAD52 inh | Xi reactivation | esBAF inh | E-selectin induc
O=C(C1CCCCC1)N1CC(=O)N2[C@H](CO)[C@@H](c3ccc(C#CCc4ccccc4)cc3)[C@H]2C1 | . | . | . | 11 | -3 | 0.1 | . | -0.3
CN(C)c1ncc(CN2CCC(CO)(CCCc3ccccc3)CC2)s1 | 3 | -3 | 0 | -2 | -5 | -0.3 | 1 | 0.2
Cc1ccccc1S(=O)(=O)N1CC[C@@H]2[C@H]1c1cc(-c3ccccc3F)ccc1N[C@@H]2CO | 6 | -9 | -3 | -11 | 5 | 0.0 | -4 | -0.5
Cc1cccc(NC(=O)c2cccc([N+](=O)[O-])c2O)c1C | . | -89 | -5 | -3 | -4 | 0.0 | . | -1.4
CCCCNc1c(NC(C)=O)c(=O)oc2ccccc12 | . | 1 | . | -7 | 2 | 0.2 | . | .
Cn1nnnc1Sc1ncnc2scc(-c3ccc(C(F)(F)F)cc3)c12 | -1 | 35 | 19 | 1 | -6 | 0.0 | 2 | -0.4
C[C@H]1CCCCO[C@H](CN(C)Cc2ccc3c(c2)OCO3)[C@@H](C)CN([C@@H](C)CO)C(=O)c2cc(NC(=O)CCC(F)(F)F)ccc2O1 | 2 | -6 | . | 0 | 10 | 0.3 | -1 | 0.0
CCc1c(C(=O)NNC(=S)NCC2CCCO2)csc1C (stereo not given) | . | -1 | -2 | -2 | -20 | 0.8 | . | 0.3
CC(C)CC#Cc1ccc2c(c1)O[C@@H](CN(C)C(=O)c1cnccn1)[C@@H](C)CN([C@H](C)CO)S2(=O)=O | 0 | 5 | . | 5 | -3 | -1.8 | 1 | -0.2
COC(=O)c1ccc(OCC(=O)c2ccc(C)c(C)c2)cc1 | . | -24 | -6 | -1 | -1 | 0.1 | . | -0.2
CCOC(=O)c1oc2ccccc2c1NC(=O)c1cc(OC)cc(OC)c1 | -8 | 9 | . | 0 | -2 | . | -4 | .
Cc1c(CCC(=O)O)c(=O)oc2c(C)c3occ(-c4ccc(Br)cc4)c3cc12 | -10 | 3 | 3 | 6 | 1 | 0.0 | 4 | .
Cc1cc(NC(=O)CSc2ccccn2)cc(NC(=O)CSc2ccccn2)c1 | -3 | 4 | 2 | -3 | -6 | 0.0 | 7 | 0.1
CCNC(=O)[C@@H]1[C@@H](CO)[C@@H]2Cn3c(ccc(-c4ccc(F)cc4)c3=O)[C@@H]2N1Cc1cc(F)ccc1F | 3 | 0 | . | 9 | -3 | 0.1 | 3 | -0.4
O=C(C[C@@H]1CC[C@H](NC(=O)c2cccc(F)c2)[C@@H](CO)O1)NCc1ccc(Oc2ccccc2)cc1 | -7 | 5 | . | 10 | -4 | 0.1 | -8 | -0.4
Cc1cccc(C)c1NC(=O)CNC(=O)CN1C(=O)NC2(CCc3ccccc32)C1=O (stereo not given) | 3 | 5 | -3 | -18 | -13 | 0.0 | -3 | 0.1
CO[C@@H]1CN(C)C(=O)c2cc(NC(=O)Nc3ccc(Cl)c(Cl)c3)ccc2OC[C@H](C)NC[C@H]1C | 18 | -17 | 1&20 | . | 43 | 0.3&0.7 | -3 | 0.0
O=C(C[C@H]1CC[C@@H]2[C@H](COC[C@H](O)CN2C(=O)c2ccccc2F)O1)NCc1ccc(Cl)c(Cl)c1 | -6 | 8 | -12 | . | . | 0.0 | 4 | 0.0
COc1ccccc1-c1cn(C(C)(C)C)nc1C | . | -4 | 7 | 3 | -6 | 0.1 | . | .
Cc1cc(C)cc(NC(=S)N2CCC(NC(=O)c3ccco3)CC2)c1 | -5 | 6 | 4 | -2 | 1 | 0.2 | -1 | 1.1
CCCC#Cc1cnc2c(c1)C(=O)N([C@@H](C)CO)C[C@@H](C)[C@H](CN(C)C(=O)Cc1ccccc1)O2 | -1 | 2 | . | 32 | 6 | -0.9 | 9 | 0.1
NC(=O)C1CCN(C(=O)c2ccc(Cl)c(S(=O)(=O)NCc3ccco3)c2)CC1 | -3 | -3 | 1 | 0 | -3 | 0.0 | -9 | 7.3
CCC(c1nnc(SC(C)C(=O)NC2CC2)n1-c1ccc(OC)cc1)N(C)C (stereo not given) | -5 | -4 | -6 | 0 | -14 | -0.1 | -8 | 0.1
O=C(COc1cccc2ccccc12)NNC(=O)Nc1ccccc1 | -5 | . | -9 | 4 | -13 | . | -4 | .
C[C@@H]1CN([C@H](C)CO)C(=O)Cc2cc(NC(=O)Cn3cnnn3)ccc2O[C@@H]1CN(C)Cc1ccncc1 | -6 | -1 | . | 18 | 3 | 0.1 | 7 | -1.5
c1ccc(Cn2nnc3ccccc32)cc1 | 2 | 3 | 4 | 4 | -6 | 0.2 | -2 | .
COCC(=O)Nc1ccc2c(c1)[C@@H]1C[C@@H](CC(=O)NC3CCCC3)O[C@@H](CO)[C@@H]1O2 | -7 | -6 | . | -4 | -11 | 0.2 | 4 | -0.3
O=C(CNC(=O)c1ccc(S(=O)(=O)N2CCCCC2)cc1)N/N=C/c1ccco1 | . | 8 | . | -1 | -11 | 0.2 | . | .
O=[N+]([O-])c1ccc(C=NNC(=S)NN=Cc2ccc([N+](=O)[O-])cc2)cc1 | 3 | 5 | -2 | -3 | -1 | 0.1 | -13 | -0.1
CCCNC(=O)[C@@H]1[C@@H](CO)[C@@H]2Cn3c(ccc(-c4cccc(F)c4)c3=O)[C@H]1N2C(C)=O | -17 | -4 | . | 6 | 5 | 0.2 | -2 | -0.2
CC1(C)[C@@H](O)CC[C@]2(C)[C@H]3C(=O)C=C4[C@@H]5C[C@@](C)(C(=O)O)CC[C@]5(C)CC[C@@]4(C)[C@]3(C)CC[C@@H]12 | 4 | -1 | -7 | -5 | 12 | 0.2 | -1 | -2.3
O=C(c1ccccc1F)N1CC[C@@H]2[C@H]1c1cc(-c3ccccc3)ccc1N[C@@H]2CO | -6 | 12 | 5 | -9 | -2 | 0.1 | 4 | 0.8
COCC(=O)Nc1ccc2c(c1)OC[C@H](C)N(Cc1cncnc1)C[C@@H](C)[C@H](OC)CN(C)C2=O | . | 4 | 5 | . | . | 0.4 | -5 | 0.0
Cc1ccccc1CS(=O)(=O)Cc1ccc(C(=O)NCCc2ccccc2)o1 | 5 | -12 | -1 | -4 | -8 | 0.0 | 8 | .
Cc1ccc(NC(=O)NC(=O)CN2CCN(c3ccc(O)cc3)CC2)c(C)c1 | 3 | 19 | -4 | 9 | -2 | 0.0 | 7 | -0.1
O=C(Nc1cc(F)ccc1F)N[C@H]1C=C[C@H](CC(=O)N2CCc3ccccc3C2)O[C@@H]1CO | 5 | 0 | -1 | -2 | -2 | -0.2 | -2 | 0.2
Oc1ccc(-c2cn3ccccc3n2)cc1 | . | -54 | -7 | 3 | -8 | 0.1 | 3 | .

Bioassay records from PubChem BioAssay.
